Compound activity (PubChem BioAssay)
IMP-1 inh: IMP-1 metallo-beta-lactamase inhibitors, primary screen, biochemical, epi-absorbance readout, Pseudomonas aeruginosa enzyme; AID 1556, 2009; inhibition, % at 5.6 µM; purified IMP-1, nitrocefin hydrolysis, epi-absorbance fluorescence; actives 0.45% (n = 290,000);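 active = inhibition above the mean plus 3 SD of all compounds in the same screening run, cut at about 4.5% in these data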;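 note: 0% = IMP-1 with DMSO and 100% = DMSO wells lacking enzyme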
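system = purified recombinant IMP-1 beta-lactamase | amount = 0.2 nM IMP-1, as dispensed | medium = HEPES buffer pH 7.1 with ZnSO4 and Brij 35 | times = 25 °C, 15 min preincubation, 25 min reaction | detection = plate fluorescence quenching by hydrolysis product, ex 480/em 530 nm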
VIM-2 inhibitor: VIM-2 metallo-beta-lactamase inhibitors, primary screen, biochemical, epi-absorbance readout, Pseudomonas aeruginosa enzyme. actives 0.89% (n = 290,000). purified VIM-2, nitrocefin hydrolysis, epi-absorbance fluorescence. inhibition, % at 5.6 µM;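 active = inhibition above the mean of all tested compounds plus 3 SD, cutoff set per screening run, cut at about 7.5% in these data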;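 note: red hydrolysis product quenches plate fluorescence so inhibitors raise well fluorescence; 0% = enzyme with DMSO and 100% = DMSO without enzyme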
p-CIP stab down: p/CIP-EGFP fusion destabilizers, primary screen, fluorescence, F442A cells; Q05BA5; 16 h; actives 0.01% (n = 290,000); decrease of EGFP signal, % at 10 µM;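 active = EGFP signal decrease of at least 30% at 10 µM or well 3 SD below plate mean, unless failing retest; inactive = the rest, including hits failing retest or dose response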; note: some compounds called inactive have numbers as strong as hits; many of its hits are not listed in these tables
NALP1 inh: NALP1 inflammasome inhibitors in reconstituted yeast, colorimetric, S. cerevisiae, triplicate retest; S. cerevisiae NALP1/ASC/caspase-1 growth, X-gal OD620, 72 h; inhibition, % at 10 µM; actives 0.61% (n = 280,000); AID 2071, 2009; in the data active = inhibition mostly above about 24%, no sharp cut-off; inactive = mostly below about 32%; note: some compounds called inactive have numbers as strong as hits
GPR7 antagonist: GPR7 receptor antagonists, primary screen, cell-based, fluorescence, single concentration | GPR7-expressing cells, fluorescence antagonist assay | inhibition, % at 4.4 µM | actives 1.1% (n = 290,000) | AID 1861, 2009; in the data active = inhibition above about 16%, passing the limit was not always enough;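 note: cells stimulated with the agonist NPW; 0% = agonist with vehicle and 100% = vehicle without agonist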
Target sequence (P48145 whole entry, looked up): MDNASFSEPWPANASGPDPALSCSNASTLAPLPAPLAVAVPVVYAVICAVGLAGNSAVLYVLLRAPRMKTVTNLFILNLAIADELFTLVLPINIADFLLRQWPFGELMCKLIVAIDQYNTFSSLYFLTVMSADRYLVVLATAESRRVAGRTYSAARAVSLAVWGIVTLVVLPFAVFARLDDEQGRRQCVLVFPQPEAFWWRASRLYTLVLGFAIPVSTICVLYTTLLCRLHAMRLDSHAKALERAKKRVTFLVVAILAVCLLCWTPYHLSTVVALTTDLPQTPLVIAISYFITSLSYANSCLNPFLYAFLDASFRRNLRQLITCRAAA
PHOSPHO1 inh: PubChem AID 1565. recombinant PHOSPHO1, absorbance phosphatase assay. inhibition, % at 13.3 µM. actives 1.1% (n = 290,000); in the data active = inhibition above about 60%
Target sequence (Q8TCT1 whole entry, looked up): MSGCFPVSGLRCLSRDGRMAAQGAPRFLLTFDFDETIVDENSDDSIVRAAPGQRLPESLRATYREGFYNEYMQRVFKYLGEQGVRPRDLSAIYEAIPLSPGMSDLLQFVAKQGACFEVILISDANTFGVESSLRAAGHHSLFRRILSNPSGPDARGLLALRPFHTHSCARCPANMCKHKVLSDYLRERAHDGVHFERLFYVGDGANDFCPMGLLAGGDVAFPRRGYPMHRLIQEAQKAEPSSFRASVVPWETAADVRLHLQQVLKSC
PfM18AAP inh: PfM18AAP inhibitors, malaria aminopeptidase, primary screen, biochemical, QFRET, recombinant enzyme; H-Glu-NHMec fluorogenic cleavage; AID 1822, 2009; M18 aspartyl aminopeptidase (Plasmodium falciparum 3D7); inhibition, % at 7.35 µM; actives 1.2% (n = 290,000);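 active = inhibition above the campaign mean inhibition over all tested compounds plus 3 SD, cut at about 28% in these data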;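 note: 0% = plate median of test compound wells and 100% = 2 mM ZnCl2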
IDE cell activ: human IDE activators in live cells, primary screen, fluorescence polarization, HEK cells, FAbeta-B substrate. actives 0.073% (n = 340,000). FAbeta-B cleavage; 0% vehicle, 100% cell-free pure enzyme wells. AID 493087, 2011. activation, % at 5.96 µM. Insulin-degrading enzyme (Homo sapiens), P14735;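 active = activation above the mean of all tested compounds plus 3 SD, set per screening campaign, cut at about 17% in these data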
IDE inh: human IDE inhibitors in live cells, primary screen, fluorescence polarization, HEK cells, FAbetaB substrate | Insulin-degrading enzyme (Homo sapiens), P14735 | FAbetaB cleavage | AID 434962, 2010 | inhibition, % at 5.59 µM | actives 0.41% (n = 320,000);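 active = percent inhibition above the average of all tested compounds plus 3 SD, set per screening campaign, cut at about 16% in these data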;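 note: IDE supplied by intact live HEK cells; FP after avidin binding of uncleaved biotin substrate so inhibition keeps polarization high; 0% = DMSO wells and 100% = 60 µM reference IDE inhibitor Ii1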
An asterisk follows results filed as active; · = not tested or not shown.

IDE cell activ,VIM-2 inhibitor,IMP-1 inh,IDE inh,GPR7 antagonist,p-CIP stab down,NALP1 inh,PHOSPHO1 inh,PfM18AAP inh,compound
6,-2.4,-0.9,2,9,-3,-3,9,0,COC(=O)C1=C(C)N=C2SC(C)C(=O)N2C1c1ccc(C(=O)OC)cc1 (configuration not stated)
2,0.1,-1.1,·,-12,2,28,24,1,CCCCN(CC)C(=O)c1cc2c(=O)[nH]c3ccc(C)cc3c2s1
3,-1.0,-3.6,-3,1,-1,12,-9,0,COc1ccc(-n2c(CCc3ccccc3)nnc2SCC(=O)c2ccc(Cl)cc2)cc1
6,-0.4,0.4,-5,-9,-6,14,42,-8,COc1ccc(CCC(=O)N(C)CC(=O)Nc2ccc(Cl)c(C(F)(F)F)c2)cc1
2,0.7,-0.3,0,0,-4,12,21,-10,CC(C)(C)NS(=O)(=O)c1ccc(OCC(=O)NCc2ccco2)cc1
-3,-0.4,-3.5,-8,-8,-12,14,10,0,CCn1c(=O)c([N+](=O)[O-])c(N2CCOCC2)c2ccccc21
12,0.4,-1.7,-3,5,1,30,-10,-9,NC(=NCCc1c[nH]c2ccccc12)NS(=O)(=O)c1ccc(F)cc1
-7,-2.7,-0.2,-2,2,-8,28,-14,-12,Cc1occc1C(=O)Nc1c(F)cc(F)cc1Br
1,-0.8,-1.9,4,-17,-7,0,40,-1,O=C(C[n+]1cccc(CO)c1)Nc1nc2ccccc2s1
0,-1.5,-1.8,·,-18,-2,17,37,2,NNC(=O)Cn1nc(-c2ccccc2)c2ccccc2c1=O
2,-0.1,-0.2,0,2,7,3,-15,15,COc1cccc(NC(=S)/C(=C(\[O-])c2ccc(C)c([N+](=O)[O-])c2)[n+]2ccccc2)c1
1,-3.0,-1.9,2,-6,6,5,12,-8,O=C(O)c1ccccc1-c1ccccc1C(=O)Nc1cccc(Br)c1

By substructure, the entries above containing a furan ring, fused or not
IDE cell activ,VIM-2 inhibitor,IMP-1 inh,IDE inh,GPR7 antagonist,p-CIP stab down,NALP1 inh,PHOSPHO1 inh,PfM18AAP inh,compound
2,0.7,-0.3,0,0,-4,12,21,-10,CC(C)(C)NS(=O)(=O)c1ccc(OCC(=O)NCc2ccco2)cc1
-7,-2.7,-0.2,-2,2,-8,28,-14,-12,Cc1occc1C(=O)Nc1c(F)cc(F)cc1Br

The list goes on.
IDE cell activ,VIM-2 inhibitor,IMP-1 inh,IDE inh,GPR7 antagonist,p-CIP stab down,NALP1 inh,PHOSPHO1 inh,PfM18AAP inh,compound
1,-4.5,-2.5,7,-1,-9,17,20,-5,CCOC(=O)c1ccc(CNC(=O)C2CCCCC2C(=O)OCC(F)(F)F)o1 (configuration not stated)
-2,-0.1,-3.0,1,-2,10,11,6,-13,O=C1CCN1C1(C(=O)NC2CCCCC2)CCCC1
-1,10*,0.5,1,-2,-5,8,11,3,Cc1c(OC(C)C(=O)NCCCN2CCCC2=O)ccc2c3c(c(=O)oc12)CCCC3 (configuration not stated)
0,-3.0,-2.2,-6,4,-7,-6,23,-4,O=C(COc1ccccc1C(=O)Nc1ccccc1)c1ccc(F)cc1
4,-2.3,-2.5,10,-16,-7,29,-2,6,COc1cc2c(cc1OC)C(c1ccccc1)=NCC2
2,-5.1,-2.1,2,-8,-4,19,-9,2,Cc1ccc(SCC(=O)n2nc(C)cc2C)cc1
8,0.6,-0.5,-2,-4,-12,22,·,-7,O=C(Cc1cccc(F)c1)N1CCCC(CO)(Cc2ccc(F)cc2F)C1 (configuration not stated)
-6,-1.2,-2.6,0,-18,-4,10,25,-2,O=C1N[C@@H](Cc2ccccc2)C(=O)N2CCC[C@@H]12
0,-2.9,-3.3,-1,-1,-1,1,-28,-10,O=c1c2ccccc2n2cnnc2n1-c1ccccc1
5,-5.8,-2.8,2,-8,-3,9,3,3,COC(=O)c1sc(NC(=O)c2ccco2)nc1C
1,-3.2,-3.1,2,-6,-7,9,·,1,O=C1[C@@H]2CSCN2C(=O)CN1Cc1cccc(C(F)(F)F)c1
-1,-2.7,-2.4,3,-5,-12,26,34,2,O=C(NCCc1csc(-c2cccnc2)n1)c1cccc2ccccc12
5,-2.4,-2.5,-6,-5,3,18,-8,2,O=C(CSc1oc(-c2ccc(F)cc2)nc1S(=O)(=O)c1ccccc1)NCC1CCCO1 (configuration not stated)
5,-0.8,0.3,-2,-13,-6,21,20,-6,C=CCOc1ccc(C2=NOC(C(=O)Nc3ccc4c(c3)OCCO4)C2)cc1OC (configuration not stated)
1,0.3,-2.9,0,-11,-5,-49,14,7,COCC1CCCN(C(=O)c2cc(COc3cccc4cccnc34)on2)C1 (configuration not stated)
-6,-1.1,-1.4,5,-1,4,14,7,-2,COC(=O)c1cc2sccc2n1Cc1nc(-c2ccc(OC)cc2)oc1C
4,-1.8,1.3,-5,-10,-16,17,37,8,Cc1cc(C)c(NC(=O)CSc2ccc(-c3ccccn3)nn2)c(C)c1
4,-1.7,-2.1,6,-4,-2,1,-5,6,CCc1nc(C)cc(N)c1OCc1ccccc1
1,-0.9,-5.7,5,-9,-10,4,-6,3,Fc1ccc2c(c1)[C@H]1OCC[C@H]1[C@@H](c1ccco1)N2
-1,-2.9,-2.8,4,1,-4,12,26,0,Cc1cccc(C)c1OCc1cc(C(=O)NC2CCC2)no1
-1,-4.2,-1.7,1,9,-1,13,33,-4,Cc1noc(C)c1CCC(=O)N1CCCC(CCC(=O)NCc2ccc(F)c(F)c2)C1 (configuration not stated)
6,-5.1,-4.0,-1,-2,-18,-3,-1,4,CNC(=O)CN1C(=O)c2ccccc2S1(=O)=O
2,-1.7,-1.0,-1,5,-20,13,-5,-6,CCN(CC)CCN(C(=O)c1ccc(S(=O)(=O)N(C)C2CCCCC2)cc1)c1nc2c(C)cccc2s1
5,-1.9,-2.6,-2,-9,-5,-4,-1,11,COc1cc(C(=O)Nc2ccc(S(=O)(=O)NC(C)C)cc2)cc(OC)c1OC

The list goes on; the last two above are carried over.
IDE cell activ,VIM-2 inhibitor,IMP-1 inh,IDE inh,GPR7 antagonist,p-CIP stab down,NALP1 inh,PHOSPHO1 inh,PfM18AAP inh,compound
2,-1.7,-1.0,-1,5,-20,13,-5,-6,CCN(CC)CCN(C(=O)c1ccc(S(=O)(=O)N(C)C2CCCCC2)cc1)c1nc2c(C)cccc2s1
5,-1.9,-2.6,-2,-9,-5,-4,-1,11,COc1cc(C(=O)Nc2ccc(S(=O)(=O)NC(C)C)cc2)cc(OC)c1OC
-1,-0.4,-3.5,-2,-3,-4,15,0,-1,O=C(Nc1nc(-c2cccnc2)cs1)c1ccc(S(=O)(=O)N2CCOCC2)cc1
-4,-2.3,-2.1,3,-10,-11,3,41,4,CCOC(=O)c1ccc(COc2ccc(C(C)C)cc2)o1
5,-3.1,-3.2,-4,-6,3,-4,35,6,Cc1n[nH]c(C)c1CCNCc1ccc(OCC(O)CN2CCCCC2)cc1 (configuration not stated)
3,-0.9,-1.3,-3,24,6,7,47,3,Cc1cccc(NC(=O)C(c2cccc([N+](=O)[O-])c2)N2CCCCC2)c1 (configuration not stated)
1,0.4,0.7,2,-5,-10,36,-8,3,COc1ccc(C(C)NC(=O)c2ccc([N+](=O)[O-])cc2)cc1OC (configuration not stated)
4,-0.7,-2.0,6,-3,-3,15,9,-11,O=C(COc1ncnc2ccccc12)Nc1cccc(S(=O)(=O)N2CCOCC2)c1
5,1.6,-2.7,1,14,-2,-1,-15,6,COc1cccc(N=Nc2c(N)[nH]n3c(=O)cc(-c4ccccc4)nc23)c1
0,-2.8,-3.5,1,-5,-7,2,-13,-4,CCC(C)n1nccc1NC(=O)C(C)OC(=O)c1cc2ccccc2[nH]1 (configuration not stated)
2,-2.8,0.7,9,4,-21,4,12,7,C=CCn1c(CCNC(=O)c2cccs2)nnc1SCC(=O)c1ccc(Cl)cc1
2,-5.5,-2.2,1,-8,-16,14,33,2,CC1CN(C(=O)CSc2nc(-c3ccccc3)cs2)CC(C)O1 (configuration not stated)
1,-5.0,-3.7,2,-1,3,7,33,-6,CC(C)CN1C(=O)c2ccc(NC(=O)c3ccco3)cc2C1=O
4,0.2,-0.8,-1,-1,-8,48,17,-8,Cc1c([N+](=O)[O-])c(C(=O)Nc2ccc3c(c2)OCCO3)nn1C
-4,-1.8,-2.7,·,-6,-10,-5,31,2,O=C(N/N=C/c1cccc(Oc2ccccc2)c1)c1cccc(O)c1
-4,-2.3,0.5,·,2,-23,-34,33,19,CCCCn1c(NC(=O)c2ccccc2)c(C#N)c2nc3ccccc3nc21
0,0.3,0.0,1,-2,-16,-18,43,-3,CC(=O)N1CCN(c2cc3c(cc2F)c(=O)c(C(=O)O)cn3C2CC2)CC1
14,-0.4,-2.0,5,0,-6,-29,-6,14,C=C(C)CNC(=S)N/N=C/c1ccccc1OCC(=O)O
-3,-0.6,-3.4,-8,0,-6,17,-9,5,OC(COc1ccc2ccccc2c1Cl)CN1CCOCC1 (configuration not stated)
1,-1.6,-1.8,2,-6,2,31,-2,-3,O=C(Cn1c2ccccc2c(=O)c2ccccc21)Nc1cccc(F)c1
5,-0.8,-1.0,5,1,-14,·,33,0,O=C(Nc1ccc(S(=O)(=O)N2CCc3ccccc3C2)cc1)C1CCCO1 (configuration not stated)
5,-1.4,-1.0,-6,3,-12,10,36,-13,O=C(NCCOc1ccc(Cl)cc1)c1ccco1
-1,-2.5,-4.8,7,-15,-1,1,20,-2,COc1ccc2c(c1OC)C(=O)N1C2SC(C)(C)[C@H]1C(=O)NC(C)C (some centres not stated)
0,-0.2,0.2,1,1,-6,22,5,-13,CCC(C)N1CC(=O)N2C(c3ccc(OC)cc3OC)c3[nH]c4ccccc4c3C[C@H]2C1=O (some centres not stated)
0,-0.5,1.2,-2,-5,-4,-3,8,-5,CCN(CC)CC(O)COc1ccc2c(c1)OCO2 (configuration not stated)
-2,-1.1,-1.7,·,-2,0,7,17,14,Cc1cc(/C=C(/C#N)c2nc3ccccc3[nH]2)c(C)n1-c1cc(C(=O)O)cc(C(=O)O)c1
-2,-0.1,0.2,1,9,-6,3,-14,-1,CCCCC(=O)NC1(C(F)(F)F)C(=O)Nc2c1c(=O)[nH]c(=O)n2Cc1ccco1 (configuration not stated)
9,-0.9,-3.7,-8,-15,-9,15,39,-16,CCC(C(=O)Nc1cc(OC)c(NC(=O)c2ccccc2)cc1OC)c1ccccc1 (configuration not stated)
2,-3.6,-1.9,1,3,3,-1,10,31*,CCC(CC)c1nnc(NC(=O)C2CCN(C(=O)c3ccco3)CC2)s1
-2,-1.3,-1.6,3,-9,-1,·,-7,1,O=C(C1CCC(C(=O)N2CCc3ccccc32)CC1)N1CCc2ccccc21 (configuration not stated)
1,-0.5,-1.8,-3,-6,-6,·,33,-5,COC(=O)c1ccc(NC(=O)[C@H](C)NC(N)=O)cc1
-1,1.5,-1.1,6,0,-5,14,8,-16,Cc1ccc(S(=O)(=O)CC(=O)c2ccccc2)cc1
-1,-2.7,-2.8,-2,-4,-26,3,6,2,CN(CC(N)=O)S(=O)(=O)c1ccc(F)cc1
